# Bioassay records (PubChem BioAssay)
# ASAP1 GAP inh – blocks human ASAP1-stimulated Arf1 GTP hydrolysis; GDP FP detection; inhibition, % at 16.5 µM; 360,000 compounds, 0.19% hits; AID 624377; in the data active means inhibition above about 25%;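 further: 0% = vehicle with enzyme and substrate and 100% = no enzyme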
# ARFGAP1 inhibitor – inhibitors of rat ARFGAP1. inhibition, % at 16.5 µM. 360,000 compounds, 0.26% hits. Q62848. AID 651572. Arfgap1-stimulated ARF1 GTP hydrolysis, GDP FP detection;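 active means inhibition above a per-plate limit, mean inhibition of low control wells plus 3 SD, cut at about 25% in these data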;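 further: 0% = DMSO wells with enzyme and 100% = wells lacking Arfgap1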
#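 System: truncated rat Arfgap1 GAP domain / Medium: HEPES-based buffer, pH 7.5 / Also added: N-terminally truncated human ARF1-GTP substrate / Incubation: enzyme reaction 120 min at 25 °C after 20 min preincubation / Measured by: FP of antibody-bound GDP Alexa 633 tracer, ex 620/em 688 nm / Replicates: singlicate, each compound tested once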
# DDE Tn7 FP inh – disrupts Tn7 cyclic peptide binding to fibrin D-Dimer-E complex; 370,000 compounds, 0.13% hits; P02675; AID 720508; FP displacement of FITC-Tn7 peptide from fibrin DD(E); 0% = median of compound wells per plate; inhibition, % at 8.3 µM;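 active means inhibition above the mean of compounds falling within the control limits plus 3 SD of them, cut at about 14% in these data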;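 further: 0% = plate median of compound wells and 100% = 10 µM Aha-Tn7 peptide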
#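 system = human fibrin DD(E) protein | quantity = DD(E) 2 µM final | medium = Tris/NaCl/CaCl2 buffer, pH 7.8 | also added = labelled Tn7 tracer, 0.1 µM | compound dosing = single point at 8.3 µM | timing = compound with protein 10 min, then 3 h after probe, room temperature | signal = FP measurement | benchmarks = Aha-Tn7 high control | repeats = one replicate per compound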
# SIAE inh – inhibitors of human sialic acid acetylesterase SIAE | SIAE FP-Rh probe binding, fluorescence polarization | Q9HAT2 | AID 1053197 | 370,000 compounds, 0.69% hits | inhibition, % at 9.66 µM;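 active means inhibition above a cutoff: mean of compounds within the control limits plus 3 SD of those, cut at about 17% in these data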;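 further: 0% = plate median of compound wells and 100% = probe without SIAE protein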
# PLC-gamma1 inh – PLC-gamma1 (human) inhibition, primary screen. P19174. purified PLC-gamma1, fluorogenic substrate, fluorescence. inhibition, % at 12.2 µM. 370,000 compounds, 0.84% hits. AID 720700; in the data active means inhibition above about 9.5%
# Target sequence (P19174 whole entry, looked up): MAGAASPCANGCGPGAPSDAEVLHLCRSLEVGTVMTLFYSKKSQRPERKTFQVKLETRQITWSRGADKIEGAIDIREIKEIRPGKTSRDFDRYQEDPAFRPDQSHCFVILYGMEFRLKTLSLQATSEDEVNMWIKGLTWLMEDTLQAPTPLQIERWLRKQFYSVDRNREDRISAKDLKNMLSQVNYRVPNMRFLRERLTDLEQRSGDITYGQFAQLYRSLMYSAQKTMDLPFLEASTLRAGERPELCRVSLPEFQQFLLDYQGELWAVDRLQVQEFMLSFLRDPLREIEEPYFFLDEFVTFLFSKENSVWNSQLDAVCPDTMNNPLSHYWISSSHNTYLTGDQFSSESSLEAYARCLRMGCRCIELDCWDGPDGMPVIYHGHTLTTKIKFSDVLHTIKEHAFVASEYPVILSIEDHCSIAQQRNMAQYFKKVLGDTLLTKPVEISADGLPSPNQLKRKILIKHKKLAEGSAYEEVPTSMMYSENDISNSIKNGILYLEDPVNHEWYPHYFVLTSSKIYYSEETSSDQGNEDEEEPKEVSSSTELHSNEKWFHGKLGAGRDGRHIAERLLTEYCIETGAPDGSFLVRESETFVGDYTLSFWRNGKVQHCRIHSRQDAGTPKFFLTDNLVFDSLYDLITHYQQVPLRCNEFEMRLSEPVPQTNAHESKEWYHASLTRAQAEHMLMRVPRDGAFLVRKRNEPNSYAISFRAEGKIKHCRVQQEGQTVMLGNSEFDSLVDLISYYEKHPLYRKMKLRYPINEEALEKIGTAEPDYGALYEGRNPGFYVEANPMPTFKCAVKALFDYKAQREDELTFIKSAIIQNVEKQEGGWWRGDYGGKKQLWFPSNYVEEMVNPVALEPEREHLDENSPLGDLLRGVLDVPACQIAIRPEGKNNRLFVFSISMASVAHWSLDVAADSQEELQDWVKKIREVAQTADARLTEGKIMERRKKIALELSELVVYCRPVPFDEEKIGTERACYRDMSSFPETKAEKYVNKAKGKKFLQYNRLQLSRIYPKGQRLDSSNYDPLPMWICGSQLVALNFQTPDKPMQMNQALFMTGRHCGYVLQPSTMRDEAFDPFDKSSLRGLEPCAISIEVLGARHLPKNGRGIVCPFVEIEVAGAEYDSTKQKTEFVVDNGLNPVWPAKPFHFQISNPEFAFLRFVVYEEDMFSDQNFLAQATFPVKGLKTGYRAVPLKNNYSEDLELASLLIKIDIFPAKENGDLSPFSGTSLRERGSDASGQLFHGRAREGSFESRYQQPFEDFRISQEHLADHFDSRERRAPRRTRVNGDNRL
# ADAM17 inh – ADAM17 inhibition, QFRET primary screen; P78536; recombinant ADAM17, EDANS/DABCYL FRET peptide cleavage; inhibition, % at 6.95 µM; 370,000 compounds, 0.83% hits;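 active means inhibition above the mean of compounds lying between control limits plus 3 SD, set per campaign, cut at about 8.5% in these data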;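 further: 0% = DMSO-only wells as the low control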
# PLCb3 inh – inhibitors of human phospholipase C beta3 | Q01970 | Purified PLC-beta3, fluorogenic substrate, fluorescence | inhibition, % at 12.2 µM | 370,000 compounds, 0.18% hits; in the data active means inhibition above about 11%;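 further: 0% = median of compound wells on plate and 100% = full blocker control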
# ADAM10 inh – inhibitors of human ADAM10 | O14672 | recombinant ADAM10, EDANS/DABCYL FRET peptide cleavage, 3 h | inhibition, % at 7 µM | 370,000 compounds, 0.62% hits | AID 720582;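 active means inhibition above a per-campaign cutoff equal to the mean of compounds falling between control-based bounds plus 3 SD, cut at about 20% in these data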;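 further: 0% = DMSO wells while the 100% control is not disclosed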
# DDE Tn6 FP inh – DD(E)-Tn6 binding inhibition, primary FP screen | 370,000 compounds, 0.21% hits | Fibrin DD(E) TRITC-Tn6 fluorescence polarization displacement | P02675 | AID 720509 | inhibition, % at 8.3 µM;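 active means inhibition above a per-campaign cutoff: mean of compounds within control limits plus 3 SD, cut at about 15% in these data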;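 further: 0% = median of all compound wells on the plate and 100% = blocking peptide control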
# TDP2 absorb – blocks human TDP2 phosphodiesterase activity; 370,000 compounds, 0.34% hits; O95551; recombinant TDP2, T5PNP hydrolysis, p-nitrophenol absorbance 415 nm; inhibition, % at 12.8 µM;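 active means inhibition above the mean of all tested compounds plus 3 SD, set per campaign, cut at about 25% in these data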;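 further: 0% = DMSO with enzyme and 100% = buffer with substrate but no TDP2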
#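 Read-out basis: percent inhibition. System: recombinant human TDP2. Buffer or medium: Mg2+-containing Tris-HCl buffer, pH 7.5. Repeats: single replicate. Timing: reaction 2 h, 37 °C. Benchmarks: high control without enzyme, low control DMSO plus TDP2. Probe or stimulus: 5 mM T5PNP. Doses: 12.8 µM only. Measured by: epi absorbance of p-nitrophenol freed from T5PNP by hydrolysis.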
# * marks the source's active call; other numbers are inactive results; / = not tested or not shown.
SMILES,ASAP1 GAP inh,ARFGAP1 inhibitor,DDE Tn7 FP inh,SIAE inh,PLC-gamma1 inh,ADAM17 inh,PLCb3 inh,ADAM10 inh,DDE Tn6 FP inh,TDP2 absorb
Cc1cccc(Nc2nc(N3CCCC3)nc(N3CCCC3)n2)c1,-3,-15,1,0,0,-4,0,10,11,-3
COc1ccc(C(=O)Nn2c(C)nc3ccccc3c2=O)cc1[N+](=O)[O-],10,-2,2,-1,0,-3,-1,4,6,-9
CCc1ccc(-c2cc(C)no2)cc1S(=O)(=O)Nc1ccc(C)cn1,-1,9,-6,-3,-3,-12,-15,-24,1,10
Cc1ccccc1NC(=O)c1cccc(N2C(=O)C3CCCCC3C2=O)c1 (stereo not drawn),-1,-5,0,-6,4,-1,-9,-7,-2,-13
Cc1ccccc1NC(=O)NC1CCCc2ccccc21 (stereo not drawn),-2,1,1,-7,7,0,0,1,-3,-11
CC(NC(=O)c1ccc(Cl)cc1)C(=O)NC1=NCCS1 (stereo not drawn),-3,8,1,-2,7,-3,1,-5,-4,4
COc1ccccc1/C=C/C=N/n1c(-c2ccc(C)cc2)n[nH]c1=S,10,-5,-11,-3,-4,6,-2,1,-2,-12
CCOC(=O)C1=CN(Cc2cccc(I)c2)S(=O)(=O)N(C)C1C (stereo not drawn),14,1,3,-2,0,0,0,-5,-5,-1
CC(C)(C)c1ccc(OCCCC(=O)Nc2cccc(S(=O)(=O)N3CCOCC3)c2)cc1,-4,-1,6,-14,2,5,-11,11,-2,-7
COC(=O)[C@]12CCCCC=C1N(Cc1cccc3ccccc13)C(=O)[C@H](CC(=O)NCCCN1CCCC1=O)C2,-4,16,-16,-4,3,1,1,-1,8,-7
CCOCCCNC(=O)C(NC(=O)c1ccccn1)c1ccc(C)cc1 (stereo not drawn),9,15,-3,-3,5,-2,-3,1,7,1
CS(=O)(=O)c1ccc(N2CCN(c3ccccn3)CC2)c([N+](=O)[O-])c1,7,15,-6,0,0,0,-5,9,4,-6
O=C(NCc1ccco1)c1ccc2c(c1)S(=O)(=O)c1ccccc1C2=O,4,0,-3,0,-1,0,4,-1,-2,5
c1ccc(N2CCN(Cc3ccnc4ccccc34)CC2)cc1,10,7,-2,13,-1,-1,-2,-4,2,-4
Cc1nn(CCCC(=O)NCc2ccc(F)cc2)c(=O)c2nccn12,-1,-12,3,-5,0,-2,4,4,3,-3
COc1ccccc1-n1c(CNC(=O)COc2ccccc2)n[nH]c1=S,3,-1,3,4,-2,-4,0,-1,-3,2
CN1COc2ccc3ccccc3c2C1,7,7,7,14,-2,-3,1,-3,0,6
O=C(COc1ccc(Cl)c(Cl)c1)NC1CCS(=O)(=O)C1 (stereo not drawn),9,-14,-1,-5,-1,0,-4,-3,5,-7
COc1cc(C(=O)C(=O)N2CCC(Cc3ccccc3)CC2)cc2ccccc12,-6,-3,-1,-6,-15,-2,-24,-2,-3,-2
CC(C)(C)S(=O)(=O)N1Cc2cc(CO)cc(CCO)c2[C@H]1CCO,1,-3,-7,-2,4,5,-2,-5,0,-2
CCOC(=O)CC1CCCCN1C(=O)CCCn1nnnc1CN1CCOCC1 (stereo not drawn),-1,-9,-6,7,-3,-3,-5,-6,7,1
O=C(CNC(=O)c1sc2ccccc2c1Cl)NCc1cccnc1,9,4,-2,-3,-3,0,-3,-8,0,6
CC(=O)Nc1ccc(C(=O)OCC(=O)NCc2ccccc2)cc1,5,8,-3,-1,2,2,0,3,0,12
CCOC(=O)c1c(-c2ccc(OC)cc2)csc1NC(=O)CSc1ncnc2sccc12,-7,12,-5,-6,4,2,-3,3,-1,5
N#CC1=C(N)NC(SCC(=O)c2ccccc2)=C(C#N)C12CCCC2,-16,7,6,-5,-23,0,-23,-1,-5,8
CC(=O)CC(=O)Nc1ncc(C(F)(F)F)cc1Cl,-6,3,7,6,0,-2,3,-6,-4,6
Brc1ccc2nc(-c3ccccc3)c(Cc3ccsc3)n2c1,5,-1,4,13,-21,-6,-27,-27,6,-5
CCOC(=O)CSc1nnnn1-c1cc(OC)ccc1OC,-7,15,1,5,6,-1,2,8,-4,-8
CCCOc1ccc(C(=O)Nc2ccc(C)cc2[N+](=O)[O-])cc1,7,4,9,7,2,8,5,4,2,-7
Cc1cc(Br)c2[nH]cc(CCNC(=O)c3ccco3)c2c1,2,6,4,3,-1,1,-4,-4,1,-3
Cn1c(=O)[nH]c(Nc2ccc(F)cc2)c([N+](=O)[O-])c1=O,-5,-3,-9,-2,4,2,7,1,-3,2
O=C(C1COc2ccccc2O1)N1CCN(Cc2ccc(Br)cc2F)CC1 (stereo not drawn),11,-7,-4,2,-5,-1,-8,5,-2,8
CCNc1nc(NCC)n2c(SCC(=O)NCC3CCCCC3)nnc2n1,-2,-15,0,-1,1,-2,0,0,-3,-1
O=Cc1c(NCCc2cccc(F)c2)c2ccccc2[nH]c1=O,-15,-11,9,-1,1,-4,2,-5,-2,1
CN(CC(=O)Nc1c(Cl)cccc1Cl)C(=O)CNC(=O)C1CCCCC1,-30,-8,-3,-1,1,0,-3,5,7,-6
COc1ccc(NC(=O)C2C3C=CC(C3)C2C(=O)NCc2ccco2)cc1 (stereo not drawn),-5,12,9,-7,-2,-8,0,-6,7,-4
COC(=O)c1ccc(CNC(=O)COC(=O)c2cc(Cl)nc(Cl)c2)cc1,-8,13,-6,-2,-4,-3,1,0,-3,7
CC(C)(C)c1ccc(CCC(CC(=O)O)CC(=O)O)cc1,-6,-3,4,1,3,-7,1,-10,5,-7
CC(Sc1ccsc1[N+](=O)[O-])C(=O)NCc1ccccc1 (stereo not drawn),25*,8,0,-5,2,-1,5,-5,-5,6
O=C1CN(C(=O)CSc2ccccn2)c2ccccc2N1,8,-15,-2,9,-6,-5,-11,-12,-8,-1
Cc1ccc(NC(=O)[C@H](NC(=O)[C@@H]2Cc3ccccc3CN2)c2ccccc2)cc1,5,3,-6,0,3,1,-1,11,8,10
CC(=O)N1CCN(c2ccccc2NC(=O)c2cccc3c(Cl)cccc23)CC1,-11,8,-1,-3,4,4,0,16,-4,-12
COc1ccc(NC(=O)C(C)Sc2nnc(C3CC3)n2C2CC2)cc1 (stereo not drawn),-6,-17,2,3,1,-7,-6,2,4,10
O=c1c(F)cn(C2CCCO2)c(=O)n1Cc1c(F)cccc1Cl (stereo not drawn),9,4,0,3,-1,-4,-4,1,-5,2
CC(C(=O)Nc1cccnc1)N1C(=O)C2C3C=CC(C3)C2C1=O (stereo not drawn),2,6,1,2,-1,-6,2,-4,12,7
CCCCCCN=C(C)c1ccccc1O,12,1,1,6,0,0,-5,0,1,-1
Cc1csc(=Nc2c(C)n(C)n(-c3ccccc3)c2=O)n1-c1ccccc1,10,0,-2,4,3,-2,4,-3,0,-6
CCOC(=O)c1ccccc1NC(=O)Cn1cnc2c(cnn2-c2ccc(F)cc2)c1=O,8,0,-7,1,-1,-4,2,-4,-2,-4
c1ccc(C(c2nnnn2C2CCCC2)N2CCCCCC2)nc1 (stereo not drawn),8,2,-3,0,-13,-12,-10,-19,1,-1
COc1ccc(S(=O)(=O)NC(C)C)cc1C(=O)NC1CCCCC1,9,1,3,4,-1,-3,1,-6,2,-3
CCCC(=O)NCCCc1nc2ccccc2[nH]1,-4,14,3,4,3,0,4,-8,4,0
Nc1nccc(/C=C/c2c(F)cccc2Cl)n1,9,8,-1,-7,-151,-98,-147,-304,7,2
O=C(CSc1n[nH]c(-c2ccccc2)n1)Nc1ncc(Br)cc1Br,-1,0,-1,5,1,-2,1,4,-4,3
COc1cc(Br)c(C(C)NC(=O)c2ccc(C)cc2)cc1OC (stereo not drawn),3,-3,-6,-19,0,0,3,-2,4,-8
Cc1cccc(C)c1NC(=O)CN1CCN(C(=O)CNC(=O)Cc2cccc3ccccc23)CC1,-4,-17,7,6,0,-3,-3,-3,3,16
COCCNC(=S)N1CCN(c2nc(-c3ccccc3)cs2)CC1,6,14,-4,0,2,-2,-4,5,-13,4
O=C(c1ccc(CSc2ccc(Cl)cc2)cc1)N1CCOCC1,-3,-3,-5,-2,1,0,1,6,4,12
COc1ccc(S(=O)(=O)N2CCOCC2)c(Cl)c1Cl,4,-5,1,5,1,-1,3,-2,0,7
CSc1nc2c(ccc3ccccc32)o1,-5,4,-4,0,1,-8,-3,-11,0,7
O=c1c2ccccc2nc(/C=C/c2ccc([N+](=O)[O-])cc2)n1CCCO,8,11,-2,15,-17,1,-19,6,-6,-4
# The results go on.
SMILES,ASAP1 GAP inh,ARFGAP1 inhibitor,DDE Tn7 FP inh,SIAE inh,PLC-gamma1 inh,ADAM17 inh,PLCb3 inh,ADAM10 inh,DDE Tn6 FP inh,TDP2 absorb
O=C(NCc1c(F)cccc1F)C1CCC(CNS(=O)(=O)c2cccc3cccnc23)CC1 (stereo not drawn),/,/,0,-6,3,1,2,4,-7,9
COc1cccc2c1Oc1ncccc1N(C(=O)CCC(=O)NCc1ccc(C)cc1)C2,0,-2,-5,-5,0,0,-5,9,3,1
CCS(=O)(=O)c1ccc2oc(Nc3ccc(OC)cc3)nc2c1,-10,13,0,0,0,-1,-5,-4,0,-12
O=C(NC1CCCCN(Cc2cccc(C(F)(F)F)c2)C1=O)c1ccc(F)c(F)c1 (stereo not drawn),/,/,-4,-3,1,0,0,4,-1,0
CCCN(CC(=O)Nc1ccccc1OC)C(=O)c1cccc(S(=O)(=O)NCc2ccccc2)c1,-12,-3,-5,-4,5,-1,2,-9,-8,0
CCOC(=O)c1c(NC(=O)c2ccoc2C)sc2c1CCC2,2,-12,7,24*,-3,-2,-3,3,-4,4

# One compound at a time, as listed above. Order of values: ASAP1 GAP inh | ARFGAP1 inhibitor | DDE Tn7 FP inh | SIAE inh | PLC-gamma1 inh | ADAM17 inh | PLCb3 inh | ADAM10 inh | DDE Tn6 FP inh | TDP2 absorb
# CCS(=O)(=O)c1ccc2oc(Nc3ccc(OC)cc3)nc2c1 is listed with -10 | 13 | 0 | 0 | 0 | -1 | -5 | -4 | 0 | -12
# COc1cccc2c1Oc1ncccc1N(C(=O)CCC(=O)NCc1ccc(C)cc1)C2 is listed with 0 | -2 | -5 | -5 | 0 | 0 | -5 | 9 | 3 | 1
# O=C(NCc1c(F)cccc1F)C1CCC(CNS(=O)(=O)c2cccc3cccnc23)CC1 (stereo not drawn) is listed with / | / | 0 | -6 | 3 | 1 | 2 | 4 | -7 | 9
# O=C(NC1CCCCN(Cc2cccc(C(F)(F)F)c2)C1=O)c1ccc(F)c(F)c1 (stereo not drawn) is listed with / | / | -4 | -3 | 1 | 0 | 0 | 4 | -1 | 0
